# Assay outcomes (PubChem)
# LYPLA2 inh = LYPLA2 (human) inhibition in PME1 counter-screen; O95372; recombinant LYPLA2, FP-Rh probe fluorescence polarization; 320,000 compounds, 0.38% hits; inhibition, % at 5.9 µM;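 active = inhibition above the screen-wide mean plus 3 SD, limit set per campaign, cut at about 26% in these data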;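 note: 0% = LYPLA2 with DMSO and 100% = wells lacking LYPLA2 enzyme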
# PAFAH1B3 FP inh = PAFAH1B3 (human) inhibition | Q15102 | recombinant PAFAH1B3, FP-rhodamine probe, fluorescence polarization | 340,000 compounds, 0.28% hits | inhibition, % at 3.39 µM | AID 492972;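 active = inhibition above the screen-wide average of all tested compounds plus 3 SD, cut at about 25% in these data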;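 note: 0% = enzyme with DMSO only and 100% = wells lacking PAFAH1B3 protein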
# Target sequence (Q15102 whole entry, looked up): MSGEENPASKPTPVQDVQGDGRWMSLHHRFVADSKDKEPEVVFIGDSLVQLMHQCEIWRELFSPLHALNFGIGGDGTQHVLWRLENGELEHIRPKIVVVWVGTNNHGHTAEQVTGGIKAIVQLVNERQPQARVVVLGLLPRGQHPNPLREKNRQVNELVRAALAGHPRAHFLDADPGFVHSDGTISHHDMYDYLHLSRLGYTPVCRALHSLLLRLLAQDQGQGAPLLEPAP
# pPAFAH inh = pPAFAH (human) enzyme inhibition; Q13093; recombinant pPAFAH, FP-rhodamine probe fluorescence polarization; inhibition, % at 3.39 µM; 330,000 compounds, 1.5% hits; AID 463082;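 active = inhibition above the mean inhibition across the screen plus 3 SD, cut at about 25% in these data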;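 note: inhibitors block binding of the rhodamine activity-based probe so polarization drops; 0% = enzyme with DMSO and 100% = wells lacking pPAFAH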
# LYPLA1 counter = blocks human lysophospholipase 1, a PME1 counter-screen; recombinant LYPLA1, FP-Rh probe fluorescence polarization; inhibition, % at 5.9 µM; 320,000 compounds, 0.16% hits;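 active = inhibition above the mean of all tested compounds plus 3 SD, set per campaign, cut at about 14% in these data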;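 note: inhibitors block serine hydrolase probe labeling of LYPLA1 so polarization falls; 0% = enzyme with DMSO and 100% = wells lacking LYPLA1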
# Target sequence (O75608 whole entry, looked up): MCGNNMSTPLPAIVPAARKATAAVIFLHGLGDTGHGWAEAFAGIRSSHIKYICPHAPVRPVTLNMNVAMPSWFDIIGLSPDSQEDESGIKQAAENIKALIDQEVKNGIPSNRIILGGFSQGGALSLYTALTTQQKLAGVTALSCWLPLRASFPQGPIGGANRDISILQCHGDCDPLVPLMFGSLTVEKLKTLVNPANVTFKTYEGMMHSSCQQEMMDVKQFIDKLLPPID
# PAD4 inh = PAD4 (human) enzyme inhibition. Q9UM07. recombinant PAD4, RCA probe fluorescence polarization. inhibition, % at 6.36 µM. 330,000 compounds, 0.41% hits;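 active = percent inhibition above a cutoff equal to the mean of all tested compounds plus 3 SD, cut at about 15% in these data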;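 note: 0% = PAD4 with RCA probe and DMSO and 100% = probe without PAD4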
# PME-1 inh = blocks human protein phosphatase methylesterase 1. Q9Y570. recombinant PME-1, FP-Rh probe fluorescence polarization. inhibition, % at 5.9 µM. 320,000 compounds, 0.53% hits. AID 2130;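 active = inhibition above the campaign mean of all compounds plus 3 SD, cut at about 26% in these data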;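 note: competitive labeling of PME-1 active site by serine hydrolase directed probe; 0% = PME-1 with DMSO and 100% = wells lacking PME-1 enzyme; inhibitors block probe labeling so polarization falls and inhibition rises; many of its hits are not listed in these tables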
# PAFAH2 FP inh = PAFAH2 (human) inhibition; AID 492956; 340,000 compounds, 0.99% hits; inhibition, % at 3.39 µM; recombinant PAFAH2, FP-rhodamine activity probe, fluorescence polarization; Q99487;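 active = inhibition above the mean over all tested compounds plus 3 SD, cut at about 30% in these data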;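 note: inhibitors block probe labeling of enzyme so polarization drops; 0% = enzyme with DMSO and 100% = wells lacking PAFAH2 protein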
# PAFAH1B2 FP inh = blocks human PAF acetylhydrolase 1b catalytic subunit 2. P68402. recombinant PAFAH1B2, FP-rhodamine activity probe, fluorescence polarization. inhibition, % at 3.39 µM. 340,000 compounds, 1.2% hits. AID 492953;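 active = inhibition above the mean of all tested compounds plus 3 SD, cut at about 24% in these data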;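 note: 0% = enzyme with DMSO and 100% = wells lacking PAFAH1B2; many of its hits are not listed in these tables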
# Target sequence (P68402 whole entry, looked up): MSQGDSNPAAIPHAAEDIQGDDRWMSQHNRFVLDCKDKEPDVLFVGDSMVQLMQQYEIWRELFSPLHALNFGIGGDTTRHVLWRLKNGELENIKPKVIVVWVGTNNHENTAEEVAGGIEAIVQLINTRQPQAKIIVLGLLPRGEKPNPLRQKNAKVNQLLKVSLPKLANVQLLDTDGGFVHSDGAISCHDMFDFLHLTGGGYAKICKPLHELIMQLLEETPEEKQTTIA
# GSTO1 inh = GSTO1 inhibition, counter-screen for RBBP9 inhibitors; P78417; recombinant GSTO1, activity-based probe fluorescence polarization; inhibition, % at 5.96 µM; 300,000 compounds, 1.1% hits; AID 1974;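 active = inhibition above the campaign mean inhibition plus 3 SD, cut at about 35% in these data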;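 note: 0% = GSTO1-1 with DMSO and 100% = wells lacking GSTO1-1 enzyme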
# Target sequence (P78417 whole entry, looked up): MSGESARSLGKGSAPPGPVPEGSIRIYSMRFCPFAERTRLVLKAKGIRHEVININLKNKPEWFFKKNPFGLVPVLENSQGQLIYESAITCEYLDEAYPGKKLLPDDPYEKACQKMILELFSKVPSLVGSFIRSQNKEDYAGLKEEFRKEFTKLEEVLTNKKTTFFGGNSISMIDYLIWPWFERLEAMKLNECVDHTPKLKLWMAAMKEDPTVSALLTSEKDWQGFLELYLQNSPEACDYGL
# * hit, by the source's call; / = no result given.
SMILES,LYPLA2 inh,PAFAH1B3 FP inh,pPAFAH inh,LYPLA1 counter,PAD4 inh,PME-1 inh,PAFAH2 FP inh,PAFAH1B2 FP inh,GSTO1 inh
CN(C)c1ccc(N2C(=O)CC(c3ccccc3)CC2=O)cc1,9,1,-1,4,2,4,0,1,-7
Cc1c(NC(=O)CSc2nnnn2-c2ccc(O)cc2)c(=O)n(-c2ccccc2)n1C,3,3,-2,-1,0,0,-7,5,1
O=C(Nc1cccnc1)C1CCN(S(=O)(=O)c2ccc(Cl)cc2)CC1,-2,5,-5,-4,0,12,-8,20,2
Cc1ccc(Cl)c(N/C=C/C(=O)c2ccccc2)c1,-4,5,8,-1,-8,-3,-3,4,-6
CCCCN=C(Nc1ccc(Cl)cc1)c1cccnc1,4,7,-1,-2,-3,-6,4,6,2
COc1ccc(C(C(=O)NC(C)(C)C)N(CCc2ccccc2)C(=O)CCC(=O)Nc2cc(C)on2)cc1 (configuration not stated),-2,7,5,1,-6,-3,5,0,1
OCC1(Cc2ccc(Cl)cc2)CCN(Cc2ccccc2F)CC1,6,4,2,6,0,-6,0,5,12
O=c1[nH]c(Cc2ccccc2)nc2ccccc12,-4,2,-7,-7,4,-2,8,0,6
O=C(NCc1cc(C(F)(F)F)cc(C(F)(F)F)c1)C1CC(c2ccccc2[N+](=O)[O-])=NO1 (configuration not stated),-5,6,1,-1,-2,-7,4,-1,5
CC(=O)N/C(=C/c1ccccc1)c1ccccc1,9,10,0,-3,-2,-3,4,7,/
Cn1nnnc1SCC(=O)N1CCc2ccccc21,9,12,8,0,0,-10,-1,7,4
Cc1nc2cc(NC(=O)Nc3cccc([N+](=O)[O-])c3)ccc2n1C,6,8,-1,10,-2,10,-6,8,-1
CCC1(CC)NC(=O)NC1=O,1,7,0,-1,-2,-2,3,2,8
CCc1ccc(OCC(=O)N2CCN(c3ccccc3F)CC2)cc1,2,2,4,7,1,7,4,5,4
On1onc2c3cc(-c4ccccc4)nc3ccc21,3,19,19,-7,1,45*,9,7,6
CC(C)(O)C#Cc1ccc(C(=O)NCc2cccs2)s1,1,11,3,-2,1,-3,0,-21,2
O=C(Nc1cccc(-c2nc3ccccc3s2)c1)c1ccc2c(c1)OCO2,-11,-12,-2,-9,4,-11,1,2,-9
CCc1cccc(NC(=O)CCCn2nc(C)c3c(C)n(-c4ccccc4)nc3c2=O)c1,0,1,9,-1,-1,-1,-3,-1,-6
COc1cc(C#N)ccc1OC(=O)c1cccc(S(=O)(=O)N2CCN(C)CC2)c1,1,7,0,-2,-4,0,2,17,-6
CCCCN1C(=O)/C(=C/C=C2/CC(C)(C)CN2C)SC1=S,-3,-5,7,-1,-11,0,9,-4,-19
CCN=C(NCC)SC1CC(=O)N(c2ccc(OC)cc2)C1=O (configuration not stated),-2,5,5,-1,-5,0,0,-2,-1
COC(=O)Cc1ccc(NC(=S)NNC(=O)c2ccccc2Br)cc1,-1,5,5,1,-3,0,5,1,4
CC(C)C(=O)Nc1nc(-c2ccc([N+](=O)[O-])cc2)cs1,0,0,3,0,3,5,5,0,0
O=C(COC(=O)C1CCC1)Nc1ccccc1Sc1ccccc1,9,9,9,1,-4,-2,13,4,3
O=C(Cn1ncc2ccccc21)N1CCN(c2cccc(C(F)(F)F)c2)CC1,1,-2,-1,1,-2,1,8,5,1
CCC(=O)c1ccc(OCC(O)CN2CCN(c3cccc(C(F)(F)F)c3)CC2)cc1 (configuration not stated),65*,-2,5,8,-3,3,2,0,-3
CN(CC(=O)Nc1nc2ccccc2s1)S(=O)(=O)c1ccc(Cl)cc1,4,14,4,-2,-7,5,1,10,-7
Cc1cc(C)nc(-n2ncc3c2CC(c2ccccc2C)CC3=O)n1 (configuration not stated),1,-1,6,-1,4,5,-3,0,-5
OCCOCCN1CCN(C(=S)Nc2ccccc2)CC1,-3,11,0,1,-2,-3,-7,6,0
Cc1ccc(OCC(=O)Oc2ccc(C)c(C)c2)cc1,1,6,10,1,-4,-3,3,6,2
CCn1c(CNC(=O)COc2ccc(C(C)C)cc2)nnc1SCC(=O)Nc1cc(F)ccc1C,-3,-8,2,1,4,3,1,0,0
CCOC(=O)c1cc(-c2nnc(-c3ccc(Oc4ccccc4)cc3)o2)c(C)nc1C,7,6,1,-1,-5,4,-6,-4,3
Cc1cc(C)nc(N(C#N)S(=O)(=O)c2ccccc2)n1,-13,-5,-9,-4,-6,-6,3,-6,-5
COc1ccc(/C(O)=C2/C(=O)C(=O)N(CCCC(=O)O)C2c2ccc(OC)c(OC)c2)cc1 (configuration not stated),-1,11,-3,0,-1,-6,-2,-3,-1
Clc1cc(Cl)cc(Nc2ncnc(-n3cccc3)n2)c1,-12,/,-5,-2,1,-5,/,/,-7
O=S(=O)(NCc1ccc2c(c1)OCO2)c1cccc2nsnc12,-1,5,2,1,-3,1,-3,14,-6
O=C(c1cc(-c2ccc(Cl)c(Cl)c2)on1)N1CCCCCC1,-1,4,3,-2,1,-2,-4,-3,4
O=C(Cn1cc2c(n1)CCCC2)NCCc1ccccc1,2,5,4,0,-3,-3,3,7,4
CCCc1cc(N2CCCC(C(=O)Nc3cc(Cl)ccc3OC)C2)n2ncnc2n1 (configuration not stated),-2,-2,4,2,0,6,-5,-2,-3
c1ccc(Cn2nnc3c(NCC4CCCO4)ncnc32)cc1 (configuration not stated),-2,4,-2,1,-2,2,3,-2,5
O=C(O)CC1S/C(=N/N=C/c2ccc(-c3ccc(Cl)cc3[N+](=O)[O-])o2)NC1=O (configuration not stated),-1,12,17,0,-11,0,13,7,50*
COc1ccc(OC)c(C(=O)NC(CC(N)=O)c2ccc(NCC3CC3)c([N+](=O)[O-])c2)c1 (configuration not stated),4,5,2,1,-4,3,6,8,3
O=C(O)CC(c1ccc(OC2CCCC2)cc1)N1C(=O)c2ccccc2C1=O (configuration not stated),3,1,-6,-4,-3,-6,9,1,-3
COc1cc(-c2nc3cnccc3n2C)cc(OC)c1OC,3,2,0,-2,-3,1,8,-2,10
C=CCn1c(-c2cnn(-c3ccccc3)c2N)n[nH]c1=S,-2,3,-6,0,2,0,-4,-6,-4
CCN1CCN(c2ccc(NC(=O)c3ccc(F)cc3)cc2Cl)CC1,-1,10,3,-2,-2,-2,3,-2,-8
COCCCNC(=S)N1CCC(C(=O)c2ccc(Cl)cc2)CC1,2,-7,8,3,-4,2,-10,-4,3
CCN(CC)S(=O)(=O)c1ccc(/C=C/C(=O)OCC(=O)Nc2cccnc2Cl)cc1,-3,8,6,0,-5,-4,67*,0,/
COc1ccc(OCCOC(=O)Nc2ccccc2)cc1,-2,8,-2,-2,4,2,-11,4,6
CCOc1cc(CNCc2cccs2)cc(Br)c1OC,3,8,7,-4,0,0,2,-1,6
CC(=O)Oc1ccc([N+](=O)[O-])cc1N1C(=O)c2ccccc2C1=O,5,1,4,5,2,0,5,21,0
CCc1ccc(NC(=O)CCc2ccc(CC)o2)cc1,5,3,2,0,-2,2,4,7,5
CN(C)S(=O)(=O)c1ccc(NC(=O)CSc2nnc(-c3ccco3)o2)cc1,/,9,-1,/,-7,/,-5,2,/
COc1ccc(NC(=O)/C(C#N)=C/c2ccc(-c3ccccc3C(=O)O)o2)cc1,8,2,-2,2,4,-5,3,1,4
Cc1cc(=O)n(C)c2ccccc12,3,6,11,0,-2,-1,12,5,4
CC(Oc1ccc(-c2ccccc2)c(F)c1)c1ccn(S(=O)(=O)c2ccc(Cl)cc2)n1 (configuration not stated),-12,-8,5,-4,-1,-4,1,-5,-3
O=C(O)c1cc(N/N=C/C(Cl)=C/c2ccccc2)ccc1Cl,5,10,13,6,1,11,-1,5,40*
O=C1C(Cc2ccc3[nH]ccc3c2)NC(=S)N1c1ccccc1 (configuration not stated),0,7,6,0,0,5,4,0,6
COCCn1c(-c2ccc(OC)cc2)cnc1SCC(=O)Nc1cccc2ccccc12,0,5,0,-1,-4,-2,1,0,-5
Cc1oc2ccc(O)cc2c1C(=O)c1ccc([N+](=O)[O-])cc1,9,1,1,3,-2,6,-2,-2,1
# Next section.
SMILES,LYPLA2 inh,PAFAH1B3 FP inh,pPAFAH inh,LYPLA1 counter,PAD4 inh,PME-1 inh,PAFAH2 FP inh,PAFAH1B2 FP inh,GSTO1 inh
Cc1c(N2C(=O)/C(=C\c3ccccc3O)SC2=S)c(=O)n(-c2ccccc2)n1C,2,16,6,6,4,-4,-1,4,-2
COc1ccc(-c2c(C)sc(NC(=O)c3ccnn3C)c2C#N)cc1,6,1,8,-4,-3,0,-7,-2,2
O=c1[nH]c(=O)n(C2C[C@H](O)[C@@H](CO)O2)cc1C(F)(F)F (some centres not stated),6,-2,-3,3,-6,3,-11,-2,-1
CC(=O)Nc1sc2c(c1C(c1cccs1)N1CCOCC1)CCCC2 (configuration not stated),1,12,0,1,-2,-3,4,2,4
O=C(CN1CCOc2ccccc21)NCc1ccc(F)cc1,0,6,9,3,0,2,0,9,12
N#Cc1c(NC(=O)C2CCCO2)sc2c1CCCCCC2 (configuration not stated),-3,-6,12,0,2,5,-4,2,-4
CC(=O)Nc1ccc(NC(=S)Nc2ccccc2)cc1,-2,-11,3,2,-1,2,0,-1,1
CCc1cccc(C)c1NC(=S)NCc1ccccc1,-6,2,6,-1,5,0,-4,-3,10
CC(=O)NC(Cc1cc(C)ccc1C)C(=O)N1CCN(C(=O)c2ccc(Br)cc2)CC1 (configuration not stated),2,0,1,-1,0,4,1,-1,1
CCOc1ccc(OCCC(=O)OC(C)C(=O)Nc2ccc(C(C)=O)cc2)cc1 (configuration not stated),7,7,5,-1,4,0,-3,2,8
CCCN1CC(=O)N2C(c3cccc(OC)c3OC)c3[nH]c4ccccc4c3C[C@H]2C1=O (some centres not stated),6,9,0,0,2,-4,-4,2,8
CCOC(=O)C1CCC2(CC1)C(C#N)=C(N)Oc1n[nH]c(C)c12 (configuration not stated),-2,4,-5,2,-2,-3,6,4,11
O=C(Cn1cncn1)N/N=C/c1ccc(Cl)cc1,0,7,3,0,-3,4,1,0,3
CCN(CC)S(=O)(=O)c1cccc(NC(=O)COc2ncnc3sccc23)c1,-7,0,4,-3,-3,-10,-7,2,7
Cc1ccc(C2CC(=O)C=C(Nc3ccc(Cl)cc3)C2)cc1 (configuration not stated),0,0,11,0,-5,1,4,2,7
CC1=CC2=NC(=O)/C(=C\c3cccn3CCOc3cc(C)cc(C)c3)C(=N)N2O1,-36,-5,-10,-28,-3,-27,-14,-2,-6
Nc1nc(SCc2ccccc2)[nH]c(=O)c1-c1ccccc1,-1,6,1,0,-3,-5,1,17,0
O=C(N/N=C/C=C/c1ccccc1)C(O)c1ccccc1 (configuration not stated),-3,10,2,-5,3,-10,11,-5,3

# Full records from above.
# N#Cc1c(NC(=O)C2CCCO2)sc2c1CCCCCC2 (configuration not stated) as listed: LYPLA2 inh: -3; PAFAH1B3 FP inh: -6; pPAFAH inh: 12; LYPLA1 counter: 0; PAD4 inh: 2; PME-1 inh: 5; PAFAH2 FP inh: -4; PAFAH1B2 FP inh: 2; GSTO1 inh: -4
# CC1=CC2=NC(=O)/C(=C\c3cccn3CCOc3cc(C)cc(C)c3)C(=N)N2O1 as listed: LYPLA2 inh: -36; PAFAH1B3 FP inh: -5; pPAFAH inh: -10; LYPLA1 counter: -28; PAD4 inh: -3; PME-1 inh: -27; PAFAH2 FP inh: -14; PAFAH1B2 FP inh: -2; GSTO1 inh: -6

# An excerpt; count on the stated rates, not on these rows.
